HepG2 viability = counter-screen for TGF-b inhibitors: cytotoxicity in HepG2 cells | Potency, µM (series often up to 46.1 µM), inactives show at the highest dose activity change, negative = cytotoxicity, usual class: cytotoxic | actives 0.76% (n = 410,000) | HepG2 CAGA-GFP viability, ATP luminescence, 18 h; note: some results filed as inactive show a strong effect at the top dose
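HepG2 CAGA-GFP cells (1000/well, DMEM with 1% FBS) received compound, then TGF-beta at 500 pg/mL final, and were incubated 18 hours at 37 degrees C. Viability was read by CellTiter-Glo luminescence. Media-only wells were set as complete cell-killing and DMSO as no toxicity.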
Nrf2 ARE act = Nrf2 pathway activation. Potency, µM (series often up to 46.1 µM), for the others: at the highest dose activation, most hits filed as activators. AREc32 ARE-luciferase reporter (MCF7-derived line), luminescence, 24 h. AID 624171. actives 0.31% (n = 410,000); note: % of control where 0% means no effect; nearly all actives have a fitted effect of over 65% in size
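Steps: seed AREc32_Fluc cells (1000/well, 5% FBS OPTI-MEM); incubate overnight at 37 deg C; add 23 nL compound; incubate 24 hr; add Steady-Glo; hold 30 min RT; read luminescence.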
Nrf2 block = inhibitors of Nrf2 signaling | A549 ARE-Fluc reporter, luciferase luminescence, 18-24 h | Potency, µM (titrated, usually from 46 µM), for inactives: top-dose activity change, negative = inhibition, actives largely listed as inhibitors | actives 2.1% (n = 360,000) | AID 504444; note: % is set by controls: 0 for no effect and ±100 for the full control effect; nearly all actives have a fitted effect of over 60% in size
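Reporter: ARE-Fluc in A549. Exposure: 18-24 h, 37 °C, 5% CO2, 5% FBS OPTI-MEM. Readouts: fluorescent cytotoxicity (CellTiter-Fluor), then luminescent Nrf2 signal after BugLite.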
EPAC2 antag = EPAC2 (human) antagonism; actives 0.18% (n = 360,000); Potency, µM (series often up to 114 µM), for the others: at the highest dose activity, negative = inhibition, actives largely listed as inhibitors; EPAC2 GEF exchange of Rap1B-BODIPY-GDP, fluorescence; AID 720708; Q8WZA2; note: % is set by controls: 0 for no effect and ±100 for the full control effect; nearly all actives have a fitted effect of over 45% in size; many of its hits are not listed in these tables
Target sequence (Q8WZA2 whole entry, looked up): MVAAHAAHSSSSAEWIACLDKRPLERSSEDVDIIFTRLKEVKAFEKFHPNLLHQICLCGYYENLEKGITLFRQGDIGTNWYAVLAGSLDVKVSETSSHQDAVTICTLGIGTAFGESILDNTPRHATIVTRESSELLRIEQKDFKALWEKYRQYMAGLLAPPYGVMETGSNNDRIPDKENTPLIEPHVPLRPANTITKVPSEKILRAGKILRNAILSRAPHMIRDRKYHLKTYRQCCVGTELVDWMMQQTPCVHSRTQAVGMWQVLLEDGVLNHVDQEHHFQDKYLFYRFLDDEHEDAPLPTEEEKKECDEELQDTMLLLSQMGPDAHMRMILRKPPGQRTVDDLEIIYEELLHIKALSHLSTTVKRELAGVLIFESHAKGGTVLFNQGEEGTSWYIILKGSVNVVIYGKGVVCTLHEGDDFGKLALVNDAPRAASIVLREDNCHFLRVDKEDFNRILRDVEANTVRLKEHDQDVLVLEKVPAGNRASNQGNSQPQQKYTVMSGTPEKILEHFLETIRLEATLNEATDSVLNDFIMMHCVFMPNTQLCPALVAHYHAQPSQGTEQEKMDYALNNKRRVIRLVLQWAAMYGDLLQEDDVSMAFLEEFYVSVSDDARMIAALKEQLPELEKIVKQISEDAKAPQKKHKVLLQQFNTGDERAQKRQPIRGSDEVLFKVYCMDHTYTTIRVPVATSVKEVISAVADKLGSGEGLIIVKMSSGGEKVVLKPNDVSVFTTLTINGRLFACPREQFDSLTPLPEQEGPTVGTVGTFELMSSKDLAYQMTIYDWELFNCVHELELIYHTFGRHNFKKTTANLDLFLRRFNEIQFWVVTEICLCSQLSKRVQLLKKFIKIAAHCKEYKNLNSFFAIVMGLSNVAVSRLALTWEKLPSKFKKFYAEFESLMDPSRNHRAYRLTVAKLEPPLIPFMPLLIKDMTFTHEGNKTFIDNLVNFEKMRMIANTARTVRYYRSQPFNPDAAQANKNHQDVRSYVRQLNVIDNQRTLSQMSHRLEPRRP
S2 tox = viability counter-screen for ATXN expression inhibitors | AID 651635 | Potency, µM (top dose mostly 56.7 µM), hits mostly cytotoxic | S2 cells (HEK-293 line with an ATXN2-luciferase reporter) viability, CellTiter-Fluor protease fluorescence, 24 h | actives 0.49% (n = 400,000); note: nearly all actives have a fitted effect of over 40% in size
MCF10A rereplic = DNA re-replication induction in MCF 10a cells; MCF 10A DNA re-replication, Hoechst nuclear intensity, 48 h; actives 2.9% (n = 350,000); Potency, µM (series often up to 46.1 µM), without a hit: at the top dose activity, positive = re-replication, hits mostly activators; note: % of control where 0% means no effect; nearly all actives have a fitted effect of over 50% in size
TGFb inhibitor = inhibitors of TGF-b signaling; HepG2 CAGA-GFP TGF-b/SMAD3 reporter, GFP fluorescence, 18 h; TGF-beta stimulated, 500 pg/mL final; Potency, µM (doses to about 46.1 µM), for the others: top-dose activity, negative = inhibition, actives largely listed as inhibitors; actives 1.2% (n = 410,000); note: % is set by controls: 0 for no effect and ±100 for the full control effect; nearly all actives have a fitted effect of over 65% in size
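TGF-beta reporter screen: HEPG2 CAGA-GFP, 1% FBS, 500 pg/mL TGF-beta final, 18 h; per-cell GFP summed per well; curves fitted and categorized by class.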
A549 tox = A549 cytotoxicity, counter-screen for Nrf2 inhibitors. Potency, µM (highest dose often 46 µM), for inactives: at the highest dose activity change, negative = cytotoxicity, usual class: inhibitors. actives 0.16% (n = 390,000). A549 ARE-Fluc cells, CellTiter-Fluor viability, 18-24 h; note: % is set by controls: 0 for no effect and ±100 for the full control effect
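Cytotoxicity counterscreen: CellTiter-Fluor fluorescence was measured in A549 ARE_Fluc cells after 18-24 h of compound exposure in a concentration series. The subsequent BugLite luminescent read reports ARE-luciferase activity.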
ATXN2 expr inh = inhibitors of ATXN2 expression; HEK-293 ATXN2-luciferase reporter, luminescence, 24 h; Potency, µM (doses to about 57 µM), without a hit: top-dose activity change, negative = inhibition, hits mostly inhibitors; actives 0.72% (n = 360,000); AID 1745845; note: % is set by controls: 0 for no effect and ±100 for the full control effect; nearly all actives have a fitted effect of over 55% in size
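ATXN2-luciferase reporter cells (luciferase flanked by upstream and downstream ATXN2 gene portions) were treated 24 h at 37 °C with compounds at up to 57 uM. SteadyGlo luminescence gave expression; GF-AFC fluorescence gave viability.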
Active calls of the source: *; i = inactive; u = inconclusive; x = not tested or not shown; [ ] = another dose, or the depositor's remark. Calls come from the whole dose curve; as a rule, active = well fitted curve in the direction sought with a large enough effect; inconclusive = small, poorly fitted or top-dose-only effect, or another doubt; inactive = no such curve, though single readings can be large; an effect the other way counts as inactive or inconclusive. Potency is the fitted concentration of half-maximal effect. Only part of the results is shown (hit frequency here may not be typical).

SMILES	HepG2 viability	Nrf2 ARE act	Nrf2 block	EPAC2 antag	S2 tox	MCF10A rereplic	TGFb inhibitor	A549 tox	ATXN2 expr inh
COCCNC(=S)Nc1ccccc1Cc1ccccc1	6.3%	-0.6%	-13.4%	-4.3%	i	0.4%	-0.6%	3.2%	-1.7%
Cc1cc(N/N=C/c2cccc(Cl)c2)nc(NCc2ccccc2)n1	10µM*	15.4%	u	-4.6%	u	u	20µM*	u	u
OCC1(CCc2ccccc2)CCN(Cc2ccc(OC(F)F)cc2)CC1	-15.6%	3.4%	14.1%	-5.0%	i	16.8%	-21.4%	1.1%	-27.3%
O=c1[nH]c2ccccc2c(O)c1-c1ccccc1[N+](=O)[O-]	2.2%	-0.6%	4.4%	-0.4%	i	-2.0%	5.8%	2.4%	-7.7%
COC(=O)CCCC(=O)N1CCCC(C(=O)c2ccccc2SC)C1 (stereo not drawn)	-3.0%	0.5%	2.9%	-4.7%	i	-5.0%	-4.5%	-7.6%	142.2%[activator]
O=C(c1ccc(-n2cccn2)cc1)N1CCN(c2ncccc2C(F)(F)F)CC1	0.0%	2.3%	u	3.7%	i	-10.6%	u	-12.4%	-4.7%
CC(=O)Nc1ccc(NC(=O)c2c(C)noc2C)cc1	3.5%	-0.3%	4.6%	-4.0%	i	2.1%	-5.4%	0.9%	5.6%
NC(=O)c1c(NC(=O)c2ccncc2)sc2c1CCCCCC2	-24.4%	1.1%	u	-2.7%	u	3.0%	1.4%	-9.2%	-3.3%
O=C(O)[C@@H]1[C@@H]2C[C@@H]2CN1c1ncccc1[N+](=O)[O-]	4.2%	0.1%	-24.5%	5.4%	i	15.1%	11.7%	-16.9%	-9.4%[11.3 µM]
Cc1c(C(=O)Nc2c(F)cc(F)cc2Br)sc2ncn(CC(=O)N3CCCC3)c(=O)c12	-3.2%	-0.4%	-24.5%	-1.5%	i	u	6.0%	1.1%	-9.6%
COc1cccc(C=NCC(C)N=Cc2cccc(OC)c2O)c1O (stereo not drawn)	-5.7%	1.2%	0.6%	10.8%	i	-0.1%	0.9%	1.3%	-1.4%
CCCc1nc(SCC(=O)Nc2ccccc2OC)c2c(=O)n(C)c(=O)n(C)c2n1	-20.4%	-0.2%	u	10.1%	i	-4.2%	-16.9%	-4.1%	-7.7%
COc1ccc(OC)c(N(/C(N)=N/c2nc(C)cc(C)n2)S(=O)(=O)c2ccc(NC(C)=O)cc2)c1	-20.5%	-0.2%	-3.7%	-11.8%	i	-2.0%	-5.2%	5.0%	-16.8%
CC(SCc1ccccc1)C(=O)NCc1ccccn1 (stereo not drawn)	5.2%	-0.6%	7.5%	6.1%	i	9.2%	u	-8.2%	-15.8%
N#Cc1c(-c2ccccc2)cc(C2CC2)nc1SCC(=O)c1cccs1	8.1%	2.9%	u	-0.5%	x	16.5%	16.4%	13.9%	19.0%
CCN(CC(=O)NCc1cccs1)C(=O)c1ccc(S(=O)(=O)N(C)c2ccccc2)cc1	-1.2%	0.2%	-5.5%	-8.0%	i	4.9%	3.4%	-3.1%	-4.3%
COc1ccc(CC(=O)N(CCC2=CCCCC2)c2c(N)n(Cc3ccccc3)c(=O)[nH]c2=O)cc1	-35.2%	2.3%	x	64.8%[activator]	i	x	-29.5%	x	x
Cc1nc2ccc(F)cc2cc1C(=O)NC(C)C	11.2%	-0.4%	x	6.7%	i	18.8%	13.6%	-12.7%	8.4%
Cc1nn(-c2ccc(F)cc2)c(-n2cccc2)c1C(=O)N1CCN(c2ccccc2F)CC1	-1.2%	-1.3%	-17.1%	x	i	x	2.5%	11.7%	-12.5%
COc1ccc(-c2nn(-c3ccccc3)cc2CNC[C@H]2O[C@@H](n3cnc4c(N)ncnc43)[C@H](O)[C@@H]2O)cc1	0.6%	4.2%	16.1%	-10.2%	i	6.4%	-5.4%	-6.9%	-7.0%
OCCN(Cc1ccccc1)Cc1ccccc1F	-27.9%	-0.1%	-8.8%	5.2%	i	-3.7%	4.9%	-1.6%	-5.7%
COc1ccc(N(CC(=O)Nc2cccc(C(C)=O)c2)S(=O)(=O)c2ccccc2)c(OC)c1	-1.2%	-0.2%	15.6%	x	u	x	6.9%	-6.8%	-28.8%
O=C(O)c1cn(-c2ccccc2)nc1-c1ccncc1	-10.1%	0.5%	-0.6%	-3.0%	i	-4.6%	2.1%	-5.0%	-5.0%
C(=N\NC1=Nc2cccc3cccc1c23)/c1ccccc1	-29.8%	10.1%	u	40.9%[activator]	i	u	2.1%	4.9%	54.4%[activator]
Cn1c(NC(=O)c2ccc(F)cc2)c(-c2cccs2)c(=O)c2ccccc21	3.7%	-1.0%	4.5%	-9.9%	i	-5.5%	-7.5%	-0.9%	-15.4%

Single records (already shown). Order of screens: HepG2 viability, Nrf2 ARE act, Nrf2 block, EPAC2 antag, S2 tox, MCF10A rereplic, TGFb inhibitor, A549 tox, ATXN2 expr inh
Cc1c(C(=O)Nc2c(F)cc(F)cc2Br)sc2ncn(CC(=O)N3CCCC3)c(=O)c12 is entered as -3.2%, -0.4%, -24.5%, -1.5%, i, u, 6.0%, 1.1%, -9.6%
COC(=O)CCCC(=O)N1CCCC(C(=O)c2ccccc2SC)C1 (stereo not drawn) is entered as -3.0%, 0.5%, 2.9%, -4.7%, i, -5.0%, -4.5%, -7.6%, 142.2%[activator]
COc1ccc(N(CC(=O)Nc2cccc(C(C)=O)c2)S(=O)(=O)c2ccccc2)c(OC)c1 is entered as -1.2%, -0.2%, 15.6%, x, u, x, 6.9%, -6.8%, -28.8%
O=C(O)[C@@H]1[C@@H]2C[C@@H]2CN1c1ncccc1[N+](=O)[O-] is entered as 4.2%, 0.1%, -24.5%, 5.4%, i, 15.1%, 11.7%, -16.9%, -9.4%[11.3 µM]
O=c1[nH]c2ccccc2c(O)c1-c1ccccc1[N+](=O)[O-] is entered as 2.2%, -0.6%, 4.4%, -0.4%, i, -2.0%, 5.8%, 2.4%, -7.7%

Going on with the list.
SMILES	HepG2 viability	Nrf2 ARE act	Nrf2 block	EPAC2 antag	S2 tox	MCF10A rereplic	TGFb inhibitor	A549 tox	ATXN2 expr inh
CCOC(=O)c1[nH]c2c(c1Cc1ccccc1)C(=O)CC(c1ccc(Cl)cc1)C2 (stereo not drawn)	-6.1%	0.6%	u	x	i	x	-15.0%	0.1%	-8.8%
CC1CCN(S(=O)(=O)c2ccccc2)CC1	5.5%	0.2%	-10.7%	-3.0%	i	3.5%	3.0%	4.9%	-2.6%
O=C(CSc1nnnn1-c1ccc2c(c1)OCCO2)OC1CCCCC1	-32.3%	3.2%	6.4%	-19.1%	i	-0.7%	-7.1%	-0.4%	6.2%
Cc1cc(OCC(=O)N2CCCC2)ccc1Cl	-73.1%	2.7%	u	1.8%	u	-3.1%	-3.2%	-4.0%	21.9%
O=[N+]([O-])c1ccc(Cl)c(/C=N/n2c(-c3ccncc3)n[nH]c2=S)c1	-43.4%	u	19.1%	7.0%	i	u	0.0%	1.8%	14.8%
COc1cccc(C(=O)Nc2ccc(N3CCN(C(=O)c4cccs4)CC3)cc2)c1	-19.1%	-0.6%	20.6µM*	-2.5%	i	13µM*	u	u	-35.4%
COc1ccc(Oc2nc3c(C)cccn3c(=O)c2/C=C(\C#N)C(N)=O)cc1	-0.1%	6.4%	10.6%	-14.5%	i	u	7.9%	1.4%	17.9%
CCc1cc(C(=O)N(CC)CC(=O)Nc2ccc(OC)cc2)sc1C	7.2%	-0.3%	14.3%	5.0%	i	u	-7.1%	-2.8%	7.3%
O=C(CCCSc1ccccc1)Nc1nc(-c2ccco2)c(-c2ccco2)s1	-17.9%	12.7%	-17.1%	-5.7%	u	14.6µM*	-23.7%	-18.1%	2.8%
C[C@H](NC(=O)[C@@H]1CSC2c3ccccc3C(=O)N21)C(=O)NC1CCCC1 (stereo partly drawn)	5.0%	0.0%	-0.3%	-6.1%	i	1.4%	4.6%	5.3%	-2.0%
CC(C)C[C@H](NC(=O)c1nc[nH]c1C(=O)N1CCc2ccccc2C1)C(=O)OCc1ccccc1	-46.1%	3.5%	13.9%	u	i	u	u	-2.2%	-22.5%
Cc1ccccc1S(=O)(=O)/N=C(/Nc1c(C)n(C)n(-c2ccccc2)c1=O)c1ccccc1	-3.4%	0.2%	0.0%	5.7%	i	1.3%	18.0%	-9.2%	5.2%
CC(C)(C)C1CCC(=NNC(=O)C2COc3ccccc3O2)CC1 (stereo not drawn)	-29.3%	-0.2%	8.9%	-10.1%	i	u	1.3%	4.9%	-11.2%
Cc1ccc2c(c1)N(CC(=O)N1CCCCCC1)C(=O)c1cccnc1O2	1.9%	0.1%	u	1.4%	i	0.8%	5.9%	-3.2%	-0.5%
CC(C)Oc1cccc(C(=O)C2CCCN(C(=O)CCc3cnn(C)c3)C2)c1 (stereo not drawn)	-48.5%	0.4%	0.5%	-4.9%	i	0.3%	-6.3%	1.0%	21.9%
CC1CN(C(=O)CCNS(=O)(=O)c2ccc(Br)cc2)CC(C)O1 (stereo not drawn)	-23.6%	0.2%	0.2%	2.9%	i	5.4%	-22.5%	-3.3%	-6.1%
[S-]C(=Nc1ccc(Cl)cc1)N[n+]1ccccc1	6.0%	5.9%	-5.9%	3.3%	i	2.1%	10.1%	0.1%	0.5%
COc1ccccc1N(CC(=O)NCCSc1ccccc1)S(=O)(=O)c1ccc(C)cc1	-18.8%	-0.5%	u	x	i	x	u	-11.1%	-16.0%
O=C(NCc1ccc(F)cc1)C1CCN(S(=O)(=O)c2ccc(Br)s2)CC1	9.7%	3.1%	u	7.2%	i	8.1%	9.2%	-10.8%	-10.0%
CCOC(=O)c1cc(NC(=O)C2C3C=CC(O3)C2C(=O)O)cc(C(=O)OCC)c1 (stereo not drawn)	-6.6%	-0.2%	-21.0%	2.0%	i	8.2%	23.0%	0.7%	5.6%
O=C(N=C1c2ccccc2CN1c1ccc(F)cc1)c1ccc(Cl)nc1	-3.0%	5.1%	14.9%	u	i	14.2%	9.8%	-4.7%	6.0%
COCCCNC(=O)C1CC(=O)N(CCc2ccccc2)C1 (stereo not drawn)	6.9%	0.3%	-2.8%	6.2%	i	2.1%	2.9%	-0.8%	2.5%
Cc1cccc(S(=O)(=O)NCCC(=O)OCC(=O)Nc2ccc(C#N)cc2)c1	-53.2%	-0.9%	2.1%	14.1%	i	5.0%	-5.1%	5.6%	3.8%
Cc1ccnc(SCc2cn3c(C)cc(C)nc3n2)n1	6.9%	28.0%	10.6%	1.7%	i	u	-4.3%	-1.6%	-14.7%

Screening data as filed in PubChem.
